From PubChem BioAssay
BRCA1 expr up – increases BRCA1 expression; MCF7-BRCA1-FFLuc reporter, luminescence, 48 h; response scale: scaled: vehicle 0%, 10 µM genistein 100%; Potency, µM (highest dose often 46.1 µM), without a hit: at the top dose activation, usual class: activators; hit rate 1.1% among 380,000; AID 624202; also: potency is read from the fitted curve at half-maximal effect; nearly all actives have a fitted effect of over 80% in size; some results filed as inactive show a strong effect at the top dose
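First, MCF7-BRCA1-FFLuc cells (2000/well) attach for 2 h; next, compounds are pin-added and incubated 48 h at 37 °C; finally, luciferase reagent is added and luminescence read after 15 min.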
p53 reactivator – mutant p53 re-activation in reporter cells | H1299 p53-A138V BP100-luciferase reporter, luminescence, 24 h | Potency, µM (top dose mostly 92.2 µM), for inactives: at the highest dose activity change, positive = activation, usual class: activators | hit rate 0.063% among 320,000; also: potency is read from the fitted curve at half-maximal effect; % of control where 0% means no effect; nearly all actives have a fitted effect of over 45% in size
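p53-null H1299 cells stably carrying temperature-sensitive p53-A138V and a BP100-luciferase reporter were pinned with compounds (4-point, 1:5 series) and held 24 hrs at 37 deg C. Luminescence was read 10 min after detection reagent.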
PTAP TSG101 blk – blocks PTAP/TSG101 interaction to inhibit HIV-1 budding; Fluorescence polarization, FITC-PTAP peptide / Tsg101 binding; AID 493005; Potency, µM (doses to about 115 µM), for the others: at the highest dose activity change, negative = inhibition, usual class: inhibitors; 340,000 tested, under 10 active; active = well fitted inhibition curve with a large enough effect in the main read-out, with a control signal flat, not every such curve was filed as active; inconclusive = small, poorly fitted or top-dose-only effect, or effect the other way, or a change in a side signal; inactive = no such curve, though single readings can be large or run the other way; also: potency is read from the fitted curve at half-maximal effect; % of control where 0% means no effect
Target sequence (Q99816 whole entry, looked up): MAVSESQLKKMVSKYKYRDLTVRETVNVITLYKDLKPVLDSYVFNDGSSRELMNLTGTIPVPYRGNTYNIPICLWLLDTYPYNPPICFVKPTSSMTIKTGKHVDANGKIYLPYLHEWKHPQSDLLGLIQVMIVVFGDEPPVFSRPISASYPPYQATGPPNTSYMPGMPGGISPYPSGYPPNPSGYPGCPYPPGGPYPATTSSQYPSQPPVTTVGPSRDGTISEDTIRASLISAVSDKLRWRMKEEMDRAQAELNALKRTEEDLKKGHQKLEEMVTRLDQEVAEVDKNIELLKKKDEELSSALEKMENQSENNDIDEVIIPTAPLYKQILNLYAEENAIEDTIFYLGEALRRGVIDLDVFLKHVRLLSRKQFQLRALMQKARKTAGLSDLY
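FP read-out: FITC-PTAP peptide, 50 nM final, binding Tsg101 binding domain, 10 uM final; 20 min, r.t.; 10 mM HEPES pH 7.5, 0.15 M NaCl, 0.01% Tween 20, 3 mM EDTA, 0.1 mM TCEP.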
TRPV1 agonist – agonists of human vanilloid receptor 1 (TRPV1); Q8NER1; TRPV1-expressing cells, Fluo-8 calcium influx, agonist mode; activation, % at 8.33 µM; hit rate 0.19% among 320,000; AID 540275; in the data active = activation above about 80%; inconclusive = between about 30% and that limit; also: 0% is about no effect
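Fluo-8 calcium influx in TRPV1-expressing cells, kinetic read (ex 480/em 520 nm). Compound added and read 3 min for agonist activity, followed by capsaicin at EC20 final and 2 min further read for enhancement.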
ELG1 genotox – genotoxicity induction in ELG1-luciferase HEK293T cells; hit rate 1.3% among 330,000; Potency, µM (highest dose often 46 µM), for the others: at the highest dose activity change, positive = activation, actives largely listed as activators; AID 504466; HEK293T ELG1-luciferase reporter, luminescence, 16 h; also: potency is read from the fitted curve at half-maximal effect; % of control where 0% means no effect; nearly all actives have a fitted effect of over 60% in size
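16 hr compound incubation (37 °C, 5% CO2) of HEK293T cells carrying luciferase-tagged ELG1; luciferase then measured by ONE-Glo luminescence after 30 min at RT.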
ASM inhibitor – blocks human secretory acid sphingomyelinase; P17405; placental ASM, HMU-PC fluorogenic substrate, 60 min; Potency, µM (top dose mostly 57.5 µM), for the others: at the highest dose activity change, negative = inhibition, actives largely listed as inhibitors; hit rate 0.006% among 340,000; AID 504937; also: potency is read from the fitted curve at half-maximal effect
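Fluorescence read-out (Ex 386 nm, Em 447 nm) after stopping the reaction at pH 10. Enzyme: ASM from human placenta; substrate HMU-PC0, 9 uM final; 60 min, 37 °C. Compound preincubation 10 min, ambient temperature.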
uPA surface inh – blocks generation of uPA at the cell surface; cell surface uPA generation assay, qHTS; Potency, µM (titrated, usually from 38.3 µM), for inactives: top-dose activity change, negative = inhibition, actives largely listed as inhibitors; hit rate 0.31% among 330,000; AID 540303; active = well fitted inhibition curve with a large enough effect; inconclusive = small, poorly fitted or top-dose-only effect; inactive = no such curve, though single readings can be large or run the other way; tested in mouse RAW 264.7 cells; also: potency is read from the fitted curve at half-maximal effect; % is scaled to controls: 0 for no effect and ±100 for the full control effect; nearly all actives have a fitted effect of over 55% in size
Eya2 phos inh – blocks the phosphatase activity of human Eya2. hit rate 0.006% among 330,000. recombinant Eya2, OMFP fluorescence dephosphorylation (OMFP is methylfluorescein phosphate). AID 488837. Potency, µM (doses to about 76.9 µM), inactives show at the highest dose activity, negative = inhibition, usual class: inhibitors. O00167; also: potency is read from the fitted curve at half-maximal effect; % is scaled to controls: 0 for no effect and ±100 for the full control effect
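Eya2 (0.2 uM) preincubated 10 min at ambient with compound, then OMFP substrate added at 50 uM; 10 min reaction in 50 mM HEPES pH 7.5, 50 mM NaCl, 5 uM MgCl2, 0.05% BSA, 1 mM DTT. Fluorescence read at Ex 485/Em 525 nm.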
USP2a block – USP2a (human) protease inhibition. O75604. USP2 core, Ub-CHOP2 coupled fluorogenic reporter, 485/531. Potency, µM (highest dose often 38.3 µM), for the others: at the highest dose activity change, negative = inhibition, hits mostly inhibitors. hit rate 0.01% among 330,000. AID 463254;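 also: potency is read from the fitted curve at half-maximal effect; plate controls were DMSO wells for no effect and full inhibition by NEM control for full effect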
Target sequence (O75604 whole entry, looked up): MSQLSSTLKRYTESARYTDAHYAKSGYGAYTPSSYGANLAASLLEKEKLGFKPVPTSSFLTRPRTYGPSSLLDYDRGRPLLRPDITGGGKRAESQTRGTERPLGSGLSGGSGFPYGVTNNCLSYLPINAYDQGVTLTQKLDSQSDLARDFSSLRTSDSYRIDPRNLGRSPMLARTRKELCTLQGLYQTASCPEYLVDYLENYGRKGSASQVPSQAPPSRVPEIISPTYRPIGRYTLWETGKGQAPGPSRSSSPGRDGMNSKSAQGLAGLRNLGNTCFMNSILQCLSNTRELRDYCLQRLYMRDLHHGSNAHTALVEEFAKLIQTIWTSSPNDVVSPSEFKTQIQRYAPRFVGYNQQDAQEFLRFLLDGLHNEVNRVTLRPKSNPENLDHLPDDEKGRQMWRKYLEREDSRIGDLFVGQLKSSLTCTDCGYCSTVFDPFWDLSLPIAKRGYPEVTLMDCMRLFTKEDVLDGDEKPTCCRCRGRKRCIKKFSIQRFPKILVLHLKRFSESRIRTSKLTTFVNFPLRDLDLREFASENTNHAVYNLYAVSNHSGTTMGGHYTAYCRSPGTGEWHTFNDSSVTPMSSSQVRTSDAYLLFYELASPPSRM
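USP2 core (10nM final) preincubated 30min RT with compound in 20mM Tris-HCl pH 8.0, 2mM CaCl2, 2mM beta-mercaptoethanol, 0.05% CHAPS; 25nM Ub-CHOP2 plus 25nM reporter substrate added, fluorescence (Ex485/Em531) read after 60min.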
Integrin act MD – activates integrin-mediated alleviation for muscular dystrophy. alpha7betagal myoblasts, beta-gal FDG fluorescence, 48 h. Potency, µM (doses to about 38.3 µM), without a hit: top-dose activation, hits mostly activators. hit rate 0.064% among 350,000. AID 624291;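 also: potency is read from the fitted curve at half-maximal effect; 100% = response of the positive control SU9516; nearly all actives have a fitted effect of over 60% in size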
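alpha7betagal+/- myoblasts (passage 13, 250/well) treated 48 h at 37C with compounds at 1:260 dilution of DMSO stock. Lysed, then beta-galactosidase activity read as FDG fluorescence (ex 480/em 540) after 30 min, with pre-read for autofluorescence.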
B2AR arrestin – beta2AR (human) beta-arrestin recruitment activity; hit rate 0.02% among 330,000; P07550; AID 492947; beta-arrestin recruitment to beta2AR, cell-based reporter; Potency, µM (series often up to 46.1 µM), without a hit: at the top dose activation, most hits filed as activators;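 also: potency is read from the fitted curve at half-maximal effect; 0% = DMSO controls and full agonism = EC100 isoproterenol or metaproterenol; nearly all actives have a fitted effect of over 65% in size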
Starred values were filed as active, the others as inactive; ? = inconclusive; / = not tested or not shown; & = joins results of further samples; [ ] = remark or other dose. Unless noted, calls follow the shape of the dose curve; as a rule, active = well fitted curve in the direction sought with a large enough effect; inconclusive = small, poorly fitted or top-dose-only effect, or another doubt; inactive = no such curve, though single readings can be large; an effect the other way counts as inactive or inconclusive.

Compound	Eya2 phos inh	uPA surface inh	USP2a block	p53 reactivator	BRCA1 expr up	ELG1 genotox	B2AR arrestin	TRPV1 agonist	PTAP TSG101 blk	ASM inhibitor	Integrin act MD
COc1cccc(C2c3[nH]c4ccccc4c3CCN2C(=O)Cn2cncn2)c1OC (centres undefined)	-4%	0%	-2%	-3%	-41%	4%	0.0%	16	-1%	0%	3%
CC(=NNc1ccccc1)C(C)=NNc1ccccc1	/	5%	/	/	-13%	/	/	/	0%	17%	0%
Cc1ccc(C)c(NC(=O)CSc2nnc(NC(=O)C3CC3)s2)c1	7%	-10%	0%	1%	-20%	1%	-0.5%	1	/	0%	-6%
Nc1nc(SCC(=O)N2CCN(c3ccccc3)CC2)n[nH]1	1%	7%	0%	1%	3%	11%	0.0%	-3	0%	-3%	17%
COc1ccc(C(c2c(C)[nH]n(C(N)=S)c2=O)C(C#N)C#N)cc1 (centres undefined)	-6%	-6%	0%	4%	-35%	?	-0.8%	-2	-7%	-15%	-21%
CCN1CCN(C(=O)CCS(=O)(=O)c2cc3c(cc2Cl)NC(=O)CO3)CC1	0%	11%	1%	7%	5%	1%	-0.9%	-4	-1%	3%	12%
CN1CCN(C2Cc3ccccc3Sc3cc(C(F)(F)F)ccc32)CC1 (centres undefined)	/	-2%	/	/	-10%	/	/	/	-1%	-12%	-64%[inhibitor]
O=C(Cn1cc([N+](=O)[O-])cn1)Nc1nccs1	-2%	3%	0%	-1%	4%	3%	-1.2%	-3	-6%	-4%	-13%
Cc1sc2ncnc(SCC(=O)NCC3CCCO3)c2c1C (centres undefined)	-5%	2%	-2%	-4%	-17%	0%	0.4%	-2	-1%	2%	-21%
COc1ccccc1OC(C)C(=O)N1CCc2ccccc21 (centres undefined)	9%	-17%	-1%	8%	1%	-1%	0.0%	3	-1%	3%	-12%
CCn1nnnc1SCC(=O)N(C1CCCCC1)C1CCCCC1	-24%	6%	2%	-18%	-8%	1%	-0.4%	?	-3%	18%	-3%
S=C(NCCN1CCOCC1)N1CCN(c2cccc(Cl)c2)CC1	2%	-5%	0%	3%	-40%	-34%[inhibitor]	0.0%	1	2%	4%	22%
COc1cc(/C=N/Nc2ccc(C)cc2)cc(Br)c1O	11%	13%	11%	1%	-46%	6%	0.4%	0	-1%	0%	?
O=C(CCCn1c(SCC(=O)c2ccc(Cl)cc2)nc2ccccc2c1=O)NCc1ccco1	20%	4%	-1%	4%	-18%	6%	10%	-2	-2%	-3%	0%
O=C(C1CC(=O)N(c2ccc(Cl)cc2)C1)N1CCC(c2nc3ccccc3[nH]2)CC1 (centres undefined)	9%	4%	5%	-1%	-21%	-1%	-0.9%	10	-1%	-1%	5%
CCCCN(C(=O)CSc1ncn[nH]1)c1c(N)n(Cc2ccccc2)c(=O)[nH]c1=O	9%	7%	-1%	-10%	3%	1%	-0.2%	3	-1%	-1%	11%
COc1cc(NC(=S)NCc2ccco2)cc(OC)c1	-1%	-2%	2%	2%	-6%	-4%	0.1%	?	-9%	0%	13%
O=C(CSc1n[nH]c(=O)n1-c1ccccc1)Nc1ccccc1	5%	0%	0%	-5%	21%	0%	-0.6%	-2	-2%	2%	4%
O=C(CC1(O)C(=O)Nc2ccccc21)c1cccc(-n2cccc2)c1 (centres undefined)	1%	-14%	1%	2%	-4%	2%	-0.9%	3	-1%	-8%	5%
Nc1ccc2nc(CCCCCCc3nc4ccc(N)cc4[nH]3)[nH]c2c1	-2%	-4%	-15%	-3%	-1%	1%	-0.8%	1	-7%	5%	13%
CCOc1ccc(NC(=O)CC2C(=O)N(c3ccc(OC)cc3)C(=O)N2CCc2ccc(OC)c(OC)c2)cc1 (centres undefined)	3%	10%	-2%	0%	-17%	-14%	0.3%	-3	1%	-10%	1%
COc1ccc(/C=N\n2nnc3ccccc32)cc1	10%	-3%	2%	22%	?	?	-0.4%	15	-5%	4%	26%
O=C(NCc1ccccn1)C(=O)Nc1ccccc1	-9%	2%	-2%	4%	?	?	0.2%	2	-6%	3%	0%
CN(CC1COCCO1)c1nc2nonc2nc1N1CCSCC1 (centres undefined)	-10%	1%	-1%	0%	16%	0%	-0.6%	-2	-1%	-2%	10%
CN(C)S(=O)(=O)Nc1ccc(Br)cc1F	-1%	3%	0%	-5%	-2%	-3%	-0.3%	-5	-2%	2%	-13%
C[C@@H](C(=O)Nc1ccc2c(c1)OCO2)n1c(=O)[nH]c2ccccc2c1=O	6%	1%	1%	2%	1%	3%	0.5%	1	-5%	1%	-57%[inhibitor]
COc1ccc(-c2noc(-c3ccoc3C)n2)cc1	-11%	?	0%	16%	11µM*	?	-0.1%	14	-12%	-4%	0%
CC(=O)Nc1ccc(S(=O)(=O)NCc2ccc(C(=O)NCc3ccc(Cl)cc3)cc2)cc1	11%	-2%	2%	-4%	-8%&-4%	11%	0.0%	-1	-10%	-3%	-13%
N#Cc1ccccc1NC(=O)Nc1ccccc1	-1%	2%	0%	-3%	3%	4%	-0.4%	0	0%	286%[activator]	1%
O=C(/C=C/c1ccco1)NCc1ccc2c(c1)OCO2	4%	-2%	-1%	-1%	1%	0%	-0.7%	13	3%	-3%	-32%
CC1CC(C)CN(CCCNC(=O)CN2C(=O)c3cccnc3Oc3ccc(Cl)cc32)C1 (centres undefined)	-3%	1%	3%	-8%	16%	-2%	-0.8%	-10	3%	0%	-62%[inhibitor]
CC(C)CN1C(=O)NC(NC(=O)c2cccs2)(C(F)(F)F)C1=O (centres undefined)	-11%	/	0%	-14%	1%	3%	-0.4%	-7	-7%	0%	5%
O=S(=O)(N/N=C1/CC(c2ccccc2)Oc2ccccc21)c1ccccc1 (centres undefined)	/	1%	/	/	-38%	/	/	/	-3%	-8%	26%
CC1CCN(CC(O)CN2c3ccccc3Sc3ccccc32)CC1 (centres undefined)	-5%	-1%	3%	4%	-44%	-4%	-0.4%	0	2%	-2%	3%
C=CCNC(=O)c1ccc(Cl)cc1Cl	-4%	3%	1%	-2%	-1%	0%	-0.3%	3	-1%	0%	-22%
O=C(O)c1ccc(S(=O)(=O)c2ccccc2)cc1	1%	/	4%	0%	-12%	0%	-1.2%	2	-2%	0%	12%
COc1ccc(-n2nc3c(c2NC(=O)c2c(-c4ccccc4Cl)noc2C)CS(=O)(=O)C3)cc1	-22%	-5%	3%	3%	1%	0%	-0.1%	1	2%	-3%	17%
COc1cccc(CN(C)CC(=O)Nc2ccccc2C(=O)Nc2ccccc2)c1OC	9%	9%	-6%	-3%	-30%	-6%	-0.1%	?	-2%	0%	-25%
CC(=O)c1ccc(NC(=O)CSc2ccc(-c3ccco3)nn2)cc1	4%	0%	3%	1%	25%	8%	-0.2%	-1	-1%	1%	-16%
CN(C(=O)COC(=O)/C=C/c1cccc([N+](=O)[O-])c1)C1CCS(=O)(=O)C1 (centres undefined)	8%	-5%	1%	4%	-44%	-15%	-0.2%	-1	0%	3%	-2%
CNC(=S)N/N=C(\C)c1ccc2c(c1)OCCO2	-22%	2%	2%	0%	33%	13%	0.1%	4	0%	-1%	-13%
O=C(CN1CCCC1)N1c2ccccc2Sc2ccc(C(F)(F)F)cc21	1%	9%	0%	40%	-1%	-1%	-1.3%	14	-2%	1%	-10%
Cc1nn(C)c(C)c1S(=O)(=O)N1CCCC(C(=O)N2CCN(c3ccccc3)CC2)C1 (centres undefined)	6%	-6%	3%	-9%	-19%	2%	-0.2%	-1	-3%	1%	12%
CCOC(=O)C1CC2CC(C1)CN(C(=O)C1CCCCC1)C2 (centres undefined)	-4%	18%	0%	4%	-2%	0%	-0.7%	2	-6%	4%	29%
O=C(CCC(=O)N1CCN(S(=O)(=O)c2ccc(Cl)cc2)CC1)Nc1cccc(Br)c1	4%	-1%	2%	-11%	-1%	-9%	-2.2%	-3	1%	-1%	-9%
Nc1nc(SCc2cccnc2)c2ncn(C3OC(CO)C(O)C3O)c2n1 (centres undefined)	/	4%	/	/	-13%	/	/	/	3%	2%	18%
COc1ccc(C(=O)NC(=S)N2CCCc3ccccc32)cc1OC	-10%	-3%	0%	10%	-26%	2%	0.1%	-5	-2%	9%	-4%
N#CC1=C(N)Oc2ccc3ccccc3c2C1c1cccnc1 (centres undefined)	-1%	?	11%	-6%	-45%	-8%	-0.2%	0	-7%	-3%	18%
